STAT3 inh – inhibitors of IL-6 induced STAT3 signaling; U3A cells, IL-6 STAT3-luciferase reporter, luminescence; host cell line lacks STAT1; inhibition, % at 5.5 µM; 0.89% of 190,000 active; AID 862;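 active means inhibition above the mean inhibition across all screened compounds plus 3 SD, cut at about 44% in these data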;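 further: 0% = DMSO only wells and 100% = 100 µM nifuroxazide control wells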
Diaphorase inh – diaphorase inhibition or chemical oxidation counter-screen | diaphorase resazurin-to-resorufin fluorescence, NADH, 16 min; bacterial (C. kluyveri) enzyme, not human | inhibition, % at 20 µM | 0.69% of 190,000 active | AID 1217;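 active means primary screen inhibition at 20 µM above a set limit, cut at about 50% in these data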;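 further: plate controls were DMSO with full reaction for no effect and wells lacking NADH for full effect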
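Test system: Clostridium kluyveri diaphorase enzyme / Quantity: diaphorase at 0.14 U/mL in enzyme working solution / Incubation: 16-min room-temperature incubation before reading / Benchmarks: NADH-free wells as positive control, DMSO-only neutral wells / Signal: resorufin fluorescence 544/590 nm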
STAT1 inh – STAT1 signaling inhibition; NIH 3T3 STAT1-luciferase reporter, IFN-gamma, luminescence; inhibition, % at 5.5 µM; 0.35% of 200,000 active; AID 920;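 active means inhibition above a set limit, the mean inhibition across all tested compounds plus 3 SD, cut at about 34% in these data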;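 further: 0% = IFN-gamma with DMSO and 100% = IFN-gamma with 300 µM nifuroxazide; values of inactives mirror those of a sister screen read the other way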
APP 5UTR inh – APP translation inhibition; SH-SY5Y APP 5'UTR-luciferase reporter, luminescence; inhibition, % at 2 µM; 0.82% of 190,000 active; AID 1285;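 active means inhibition above a set limit, derived from the sample mean plus 3 SD, cut at about 45% in these data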; further: values of inactives mirror those of a sister screen read the other way
STAT3 activator – increases IL-6 driven STAT3 reporter signal; U3A cells, IL-6 STAT3-luciferase reporter, luminescence; 100% = signal with IL-6 EC80 alone; activation (% of control), % at 5.6 µM; 0.91% of 190,000 active;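 active means activation above the screen-wide mean of compound activation plus 3 SD, cut at about 130% in these data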;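 further: 0% = background luminescence of wells with medium and substrate only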
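Assay system – human STAT1-deficient U3A cells with stable STAT3-luciferase reporter · Also added – IL-6 (33 ng/mL) · Schedule – compound 1 h, then IL-6 6 h at 37 °C · Technique – reporter luminescence signal · Evaluation – % activation versus median of IL-6-stimulated wells · Benchmarks – IL-6-only wells as 100% reference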
TLR4-MyD88 BLA – inhibitors of human TLR4-MyD88 binding; AID 861; 0.18% of 200,000 active; O00206+Q99836; inhibition, % at 8.4 µM; HeLa CL3-4 TLR4/MyD88 BLA complementation, FRET ratio; in the data active means inhibition above about 25%;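 further: 0% = vehicle and 100% = reference inhibitor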
Target sequence (O00206 whole entry, looked up): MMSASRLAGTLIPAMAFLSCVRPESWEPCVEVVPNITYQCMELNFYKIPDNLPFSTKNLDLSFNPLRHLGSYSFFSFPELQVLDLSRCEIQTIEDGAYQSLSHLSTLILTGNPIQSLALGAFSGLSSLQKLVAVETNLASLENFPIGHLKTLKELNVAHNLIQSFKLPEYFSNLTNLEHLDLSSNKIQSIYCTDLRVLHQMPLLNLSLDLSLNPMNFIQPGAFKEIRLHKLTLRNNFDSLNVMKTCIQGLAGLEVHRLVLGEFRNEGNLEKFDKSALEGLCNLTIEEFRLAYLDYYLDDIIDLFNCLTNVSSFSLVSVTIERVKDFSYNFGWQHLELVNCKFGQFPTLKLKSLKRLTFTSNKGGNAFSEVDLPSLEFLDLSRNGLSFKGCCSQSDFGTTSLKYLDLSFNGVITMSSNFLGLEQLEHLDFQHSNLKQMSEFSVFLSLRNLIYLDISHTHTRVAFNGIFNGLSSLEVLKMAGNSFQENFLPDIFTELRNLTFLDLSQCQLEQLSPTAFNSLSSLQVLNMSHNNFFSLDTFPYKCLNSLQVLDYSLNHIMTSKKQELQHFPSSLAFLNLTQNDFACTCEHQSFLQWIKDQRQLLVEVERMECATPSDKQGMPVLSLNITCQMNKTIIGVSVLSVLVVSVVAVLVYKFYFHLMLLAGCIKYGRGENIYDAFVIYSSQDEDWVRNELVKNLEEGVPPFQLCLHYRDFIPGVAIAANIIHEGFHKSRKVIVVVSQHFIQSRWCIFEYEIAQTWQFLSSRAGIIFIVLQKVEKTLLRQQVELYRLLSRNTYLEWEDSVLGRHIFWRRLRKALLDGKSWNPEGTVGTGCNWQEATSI
Target sequence (Q99836 whole entry, looked up): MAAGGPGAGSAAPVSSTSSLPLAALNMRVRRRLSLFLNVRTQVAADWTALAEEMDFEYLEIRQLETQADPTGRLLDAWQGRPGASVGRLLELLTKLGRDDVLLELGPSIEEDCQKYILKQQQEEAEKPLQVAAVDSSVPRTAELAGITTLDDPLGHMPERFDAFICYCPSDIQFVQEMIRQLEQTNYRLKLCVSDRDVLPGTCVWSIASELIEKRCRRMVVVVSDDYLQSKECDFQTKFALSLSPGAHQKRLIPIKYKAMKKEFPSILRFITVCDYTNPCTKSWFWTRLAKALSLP
Diaphorase act – activates diaphorase or chemically reduces, flagging diaphorase assay artifacts; Diaphorase/resazurin coupled assay, resorufin fluorescence, 16 min; stronger effect = higher value; 1 = vehicle wells, 0 = NADH-free wells; activation factor at 20 µM; 0.005% of 190,000 active; AID 1229;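 active means diaphorase activity raised at least twofold by the compound at 20 µM; inactive means activation factor below 2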
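Material: purified diaphorase enzyme from Clostridium kluyveri / Medium: HEPES pH 7.4 buffer with MgCl2 and Tween 20 / Schedule: enzyme reaction of 16 min at room temperature / Measured by: resorufin fluorescence, excitation 544 nm, emission 590 nm / Evaluation: rise in resorufin formation, marking diaphorase activation or chemical reduction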
STAT1 activator – STAT1 signaling activation; activation (% of control), % at 5.5 µM; NIH 3T3 STAT1-luciferase reporter, IFN-gamma, luminescence; 100% = IFN-gamma alone, no compound; 2.6% of 200,000 active;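 active means activation above the screen-wide mean activation plus 3 SD, cut at about 130% in these data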;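 further: raw ratio to IFN-gamma control signal so 100% means no change and 0% no light; values of inactives mirror those of a sister screen read the other way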
G6PDH counter – counter-screen for G6PDH assay hits: L. mesenteroides G6PDH inhibition; Purified L. mesenteroides G6PDH, diaphorase/resazurin coupled fluorescence, 45 min; inhibition, % at 5 µM; 0.12% of 200,000 active; AID 1020; in the data active means inhibition above about 50%
Hsp70 activator – Hsp70 transcriptional activation, primary screen; HeLa Hsp70 promoter luciferase reporter, luminescence; scaled: vehicle 0, proteasome-inhibitor control 100%; activation, % at 10 µM; 0.04% of 200,000 active;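 active means activation above the mean across all tested compounds plus 3 SD, cutoff set per campaign, cut at about 5.5% in these data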;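 further: 100% = MG132 at 30 µM as the positive control and 0% = DMSO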
An asterisk follows results filed as active; nt = not tested or not shown.

#	SMILES	STAT3 inh	Diaphorase inh	STAT1 inh	APP 5UTR inh	STAT3 activator	TLR4-MyD88 BLA	Diaphorase act	STAT1 activator	G6PDH counter	Hsp70 activator
1	O=C(c1ccccc1)c1c2c(cc3sc4ccccc4[n+]13)-c1cccc3cccc-2c13	-25	22	19	-36	123	-19	0.8	84	-2	-0.4
2	N#C/C(=N\Nc1ccccc1)C(=N)N1CCCCC1	-6	10	-32	-112	108	-1	0.9	129*	2	0.2
3	O=C(COC(=O)c1n[nH]c2ccccc12)Nc1ccccc1	6	3	-36	-43	97	-12	1	133*	4	0.0
4	Cc1ccc(NC(=O)Cn2cccc2C2=NC(c3ccccc3)CO2)cc1C (centres undefined)	-4	4	6	-4	101	-4	1	95	3	-0.2
5	O=Nc1c(O)[nH]c2c(F)cccc12	-28	13	6	-30	129	-9	0.9	95	-5	-0.1
6	COC(=O)c1ccc(OCC(=O)NC(C)(C)C)cc1	6	-16	-3	12	100	-4	1.2	103	27	-0.3
7	CCOC(=O)Cc1csc(NS(=O)(=O)c2ccc(Cl)cc2)n1	21	9	6	6	81	-2	0.9	95	-10	-0.1
8	CC(=O)N1CCN(CCN2C(C)=CC(=C(C#N)C#N)C=C2C)CC1	0	19	-2	-19	102	-3	0.8	102	-3	-0.4
9	CCC(=O)Nc1cc(-c2nn(CC(=O)N3CCCCC3)c(=O)c3ccccc23)ccc1N1CCOCC1	7	22	2	4	99	4	0.8	98	-3	-0.2
10	O=C(O)C1CCCCC1C(=O)Nc1ccc(-c2ccccc2)cc1 (centres undefined)	7	7	-14	4	102	-21	0.9	113	4	0.0
11	Cc1ccc(C)c(N=Nc2ccc(O)c3ncccc23)c1	46*	23	17	33	63	7	0.8	83	12	-0.4
12	Cc1ccc(C2CC(c3ccc(Cl)cc3)=NNC2=O)cc1 (centres undefined)	17	19	1	nt	91	2	0.8	99	6	0.3
13	COc1ccc(S(=O)(=O)NC(CC(=O)NCc2ccccc2OC)c2ccco2)cc1 (centres undefined)	-2	-3	-10	13	104	4	1	109	21	0.0
14	COc1ccc(-c2nc(CS(=O)CC(=O)NC3CCCc4ccccc43)c(C)o2)cc1OC (centres undefined)	6	23	4	nt	103	-10	0.8	96	1	-0.3
15	COc1ccc(CCNC(=O)c2cc(C(=O)c3cc(C)ccc3O)cn(CCc3ccc(OC)cc3)c2=O)cc1	-5	15	1	8	102	-22	0.9	99	13	0.0
16	CC(C)(C#N)Nc1ccccc1	4	-3	3	2	100	3	1	97	-3	-0.1
17	Cc1ccc(S(=O)(=O)Nc2ccccc2CNc2c(C)n(C)n(-c3ccccc3)c2=O)cc1	0	15	9	-8	104	-12	0.8	92	-2	0.5
18	CC(C)[C@@H]1NC(=O)c2cc([N+](=O)[O-])cc(I)c2OCC[C@@H](C(N)=O)NC(=O)[C@H](CCC(=O)O)NC1=O	1	11	0	-16	97	3	0.9	100	9	0.6
19	CCn1ccnc1C(O)c1ccc(N(C)C)cc1 (centres undefined)	3	14	5	-23	100	14	0.9	95	4	0.1
20	COc1ccc(-n2nnc3c(=O)n(CC(=O)N4CCCCC4)cnc32)cc1	-1	-7	13	-8	101	7	1.1	89	21	-0.4
21	CC(C)(C)c1ccccc1OCCN1CCCC1	3	6	4	-7	100	-4	0.9	96	15	-0.1
22	COc1ccc(Cl)cc1N(CC(=O)NC(C(C)C)C(C)C)S(C)(=O)=O	-4	9	5	-15	107	-1	0.9	96	17	-0.3
23	O=C(c1ccco1)N1CCN(C(=O)C2Cc3ccccc3CN2S(=O)(=O)c2ccc(F)cc2)CC1 (centres undefined)	22	14	7	11	86	1	0.9	94	-5	-0.4
24	CSCCC(NC(=O)COc1ccccc1)C(=O)Nc1ccc(C)cc1 (centres undefined)	1	6	5	10	99	-4	0.9	96	2	-0.2
25	O=C1OCC2=C1C(c1ccccc1)CC(=O)N2c1ccccc1 (centres undefined)	8	-2	-8	1	99	14	1	105	7	-0.4
26	CC1=C(C(=O)N2CCCCCC2)C2(CCC(C)CC2)OC1=O (centres undefined)	1	13	0	17	103	7	0.9	100	-10	0.1
27	CN(C)c1ccc(C=C2C(=O)OC(C)(C(C)(C)C)OC2=O)cc1 (centres undefined)	-1	13	2	4	101	10	0.9	98	6	0.5
28	O/N=C(/CN(O)/C=C1/C=CC=N1)c1cccs1	0	5	-6	-6	106	10	0.9	106	2	-0.1
29	O=C1NC2(CCCCC2)C(=O)N1CCN1C(=O)c2ccccc2C1=O	8	12	-11	-13	97	3	0.9	107	4	0.5
30	CN(CC(=O)O/N=C(\N)c1ccccn1)S(=O)(=O)c1cc(Cl)ccc1Cl	-4	8	-4	3	103	5	0.9	103	5	-0.4
31	Cn1cnnc1SCC(=O)Nc1ccc(Cl)cn1	14	5	-12	21	93	3	0.9	110	17	0.4
32	COc1ccc(OC)c(C2CC(=O)c3c([nH]c(C(=O)OCC4CCCO4)c3C)C2)c1 (centres undefined)	9	17	-4	2	97	4	0.8	104	-38	0.0
33	NC[C@H]1O[C@H](O[C@H]2[C@H](O)[C@@H](O[C@H]3O[C@H](CO)[C@@H](O)[C@H](N)[C@H]3O)[C@H](N)C[C@@H]2N)[C@H](N)C[C@@H]1O	1	-12	-3	0	101	0	1.1	102	14	-0.2
34	CC(=O)C(Cc1cnc(Cl)s1)(Cc1cnc(Cl)s1)C(C)=O	4	2	-6	-6	101	0	1	105	3	0.0
35	CC(C)c1nnc(NC(=O)CCC(=O)NC2CCCCCCC2)s1	1	7	5	-4	102	3	0.9	96	-4	0.0
36	COc1ccccc1NC(=O)CCCc1nc(-c2ccc(OC)c(OC)c2)no1	8	14	-3	4	99	0	0.9	101	2	0.0
37	O=C(c1oc(=O)c2ccccc2c1-c1ccccc1)N1CCN(C2CCCCC2)CC1	10	29	3	3	96	-10	0.7	97	-3	-0.2
38	NS(=O)(=O)c1ccc(-c2ccc(C=O)o2)cc1	9	9	2	-1	97	18	0.9	98	5	0.1
39	O=C(Nc1cccnc1)c1ccc2nc(-c3ccccc3)c(-c3ccccc3)nc2c1	-4	9	-4	0	105	7	0.9	103	-2	0.3
40	O=C(NCC(F)(F)F)Nc1ncccn1	-1	11	-4	0	104	2	0.9	103	6	-0.2
41	CCCCCOc1ccccc1C(=O)NCC(=O)O	9	10	15	-8	95	-7	0.9	86	3	-0.1
42	Cc1ccc(C(=O)NCC(=O)OC(C)C(=O)Nc2ccc(N(C)C)cc2)s1 (centres undefined)	-5	-10	-1	14	106	5	1.1	99	2	0.0
43	COc1cc(NC(=O)CSc2nc(C)c(C)c(C)n2)cc(OC)c1	-5	12	2	-9	105	-6	0.9	98	5	-0.1
44	COc1ccc(NC(=O)/C=C/c2ccccc2)cn1	4	9	-46	-85	93	1	0.9	141*	-11	0.1
45	CCN(CC)S(=O)(=O)c1cccc(NC(=O)CCSc2ccc(Cl)cc2)c1	3	19	1	-3	101	1	0.8	99	7	-0.3
46	S=c1[nH]nc(CNc2cccc(Cl)c2)o1	-1	8	-4	15	104	-2	0.9	103	13	-0.5
47	CCN(CC)CC(=O)c1c[nH]c2ccc(OC)cc12	6	4	-3	-5	98	6	1	103	1	-0.4
48	CCOC(=O)c1c(NC(=O)C(C)S(=O)(=O)c2cn(CC)c3ccccc23)sc2c1CCCC2 (centres undefined)	-2	42	0	-5	102	-7	0.6	100	15	-0.1
49	Nc1ccc(C(=O)OCCCc2nc3ccccc3[nH]2)cc1	2	-8	4	-2	102	10	1.1	96	5	-0.3

Complete entries, quoted from the list. Screens in order: STAT3 inh, Diaphorase inh, STAT1 inh, APP 5UTR inh, STAT3 activator, TLR4-MyD88 BLA, Diaphorase act, STAT1 activator, G6PDH counter, Hsp70 activator
`Cn1cnnc1SCC(=O)Nc1ccc(Cl)cn1` in the list: 14, 5, -12, 21, 93, 3, 0.9, 110, 17, 0.4
`O=C(Nc1cccnc1)c1ccc2nc(-c3ccccc3)c(-c3ccccc3)nc2c1` in the list: -4, 9, -4, 0, 105, 7, 0.9, 103, -2, 0.3

Given with one line to a screen: part of the list above.
23	O=C(c1ccco1)N1CCN(C(=O)C2Cc3ccccc3CN2S(=O)(=O)c2ccc(F)cc2)CC1 (centres undefined)
22	COc1ccc(Cl)cc1N(CC(=O)NC(C(C)C)C(C)C)S(C)(=O)=O
15	COc1ccc(CCNC(=O)c2cc(C(=O)c3cc(C)ccc3O)cn(CCc3ccc(OC)cc3)c2=O)cc1
20	COc1ccc(-n2nnc3c(=O)n(CC(=O)N4CCCCC4)cnc32)cc1
10	O=C(O)C1CCCCC1C(=O)Nc1ccc(-c2ccccc2)cc1 (centres undefined)
screen / no.	23	22	15	20	10
STAT3 inh	22	-4	-5	-1	7
Diaphorase inh	14	9	15	-7	7
STAT1 inh	7	5	1	13	-14
APP 5UTR inh	11	-15	8	-8	4
STAT3 activator	86	107	102	101	102
TLR4-MyD88 BLA	1	-1	-22	7	-21
Diaphorase act	0.9	0.9	0.9	1.1	0.9
STAT1 activator	94	96	99	89	113
G6PDH counter	-5	17	13	21	4
Hsp70 activator	-0.4	-0.3	0.0	-0.4	0.0
